# FBW7 activator = human FBW7 E3 ligase activation, primary screen. AlphaScreen FBW7–phospho-cyclin E peptide binding, activator screen. AID 1259310. hit rate 0.13% among 650,000. normalized activity (activation), % at 26.1 µM; in the data active = normalized activity above about 1.9%;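 also: purified mutant Fbw7 with reduced substrate affinity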
# Target sequence (Q969H0 whole entry, looked up): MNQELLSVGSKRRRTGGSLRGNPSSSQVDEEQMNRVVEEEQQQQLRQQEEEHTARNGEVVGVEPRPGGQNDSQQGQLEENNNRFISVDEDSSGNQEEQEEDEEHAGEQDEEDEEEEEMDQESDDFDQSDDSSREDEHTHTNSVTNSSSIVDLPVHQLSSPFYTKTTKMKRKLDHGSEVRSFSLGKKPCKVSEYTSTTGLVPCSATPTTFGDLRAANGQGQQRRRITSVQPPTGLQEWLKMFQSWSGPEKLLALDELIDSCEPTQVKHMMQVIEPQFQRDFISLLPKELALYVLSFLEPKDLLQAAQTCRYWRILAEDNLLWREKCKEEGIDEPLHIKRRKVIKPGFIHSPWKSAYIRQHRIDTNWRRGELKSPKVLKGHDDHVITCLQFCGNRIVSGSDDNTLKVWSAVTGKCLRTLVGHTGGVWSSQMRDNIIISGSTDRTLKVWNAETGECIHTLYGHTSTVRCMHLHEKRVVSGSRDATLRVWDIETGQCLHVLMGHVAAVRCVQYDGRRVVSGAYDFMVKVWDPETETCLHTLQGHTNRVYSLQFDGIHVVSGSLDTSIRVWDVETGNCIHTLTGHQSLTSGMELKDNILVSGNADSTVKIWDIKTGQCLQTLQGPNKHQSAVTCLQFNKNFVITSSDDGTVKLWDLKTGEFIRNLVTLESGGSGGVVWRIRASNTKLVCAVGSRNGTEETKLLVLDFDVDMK
# TEAD-YAP inh = TEAD-YAP interaction inhibition; inhibition, % at 9.12 µM; HEK-TIYL cells, TEAD-Gal4/YAP UAS-luciferase luminescence; hit rate 1.4% among 640,000; in the data active = inhibition above about 32%;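 also: 0% = median of test compound wells and 100% = reference inhibitor wells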
# GPR151 activ = human GPR151 activation. Q8TDV0. PathHunter beta-arrestin GPR151 cells, luminescence. activation, % at 11.2 µM. hit rate 1% among 650,000; in the data active = activation above about 4.9%;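 also: 0% = median of compound wells and 100% = cells with positive control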
# MITF inh = blocks human microphthalmia-associated transcription factor | O75030 | hit rate 0.91% among 650,000 | AlphaScreen MITF homodimerization, bead proximity signal | inhibition, % at 2.6 µM; in the data active = inhibition above about 50%;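 also: 0% = vehicle wells with protein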
# Active calls of the source: *. Compounds were not picked by outcome (roughly 3.4% active in at least one column).
SMILES,FBW7 activator,TEAD-YAP inh,GPR151 activ,MITF inh
CC[C@@H](Cn1nc(-c2cccs2)oc1=O)NC(=O)c1cnc(C)cn1,0.0,-12,0.3,-5
c1ccc2c(c1)CCN2c1nc2ccccc2n2nnnc12,0.0,-5,0.0,-3
CCc1ccc(-n2c(=S)sc3c(=O)n(-c4ccccc4)c(SCC(=O)Nc4nccs4)nc32)cc1,0.2,0,0.8,13
Cc1nc(NCCCN(C)C)c2sc3nc4c(cc3c2n1)COC(C)(C)C4,-0.2,-1,-0.7,6
CCC(Cc1ccccc1)NC(=O)c1oc(=O)c2ccccc2c1-c1ccccc1 (stereo not given),-0.1,-12,-0.1,0
COc1c(O)ccc(/C=N/NC(=O)C2COc3ccccc3O2)c1[N+](=O)[O-] (stereo not given),-0.1,12,-0.4,-3
Cc1ccc(S(=O)(=O)Nc2cc([N+](=O)[O-])ccc2Cl)cc1,-0.3,1,0.1,3
COc1ccc(OCCCC(=O)Nc2cc(C)ccc2OC)cc1,0.1,2,-1.7,6
N#CC1=C(N)n2c(s/c(=C/c3ccsc3)c2=O)=C(C#N)C1c1ccsc1 (stereo not given),0.5,-5,-0.3,6
Cc1cc(C)n(-c2cccc(CN(C)C(=O)Cn3nnnc3CN3CCC(C)CC3)c2)n1,0.1,4,5.7*,2
CC1CC(C)CN(C(=O)C2CCCN(S(=O)(=O)c3ccc4c(c3)oc(=O)n4C)C2)C1 (stereo not given),0.1,5,-0.4,18
COc1ccccc1N1CCN(C(=O)CN(c2ccc(C)cc2)S(C)(=O)=O)CC1,-0.2,1,-0.7,-4
CCCCCC(=O)NNC1CC(=O)N(c2ccccc2)C1=O (stereo not given),0.5,8,0.3,5
COc1ccc(NC(=S)NCCO)cc1,-0.1,6,-1.0,-3
COCCNc1nc(-c2cc(C)n(-c3ccccc3F)c2C)cs1,-0.1,18,2.7,-6
O=C1CCCN1CCCNc1ncnc2nc(Nc3ccncn3)[nH]c12,-0.3,-4,0.9,-10
CN(Cc1ccccc1)c1ccc2nnc(-c3ccccc3)n2n1,0.2,9,-0.4,-10
O=C(Nc1nc2ccccc2s1)c1c(O)c2cccc3c2n(c1=O)CC3,0.0,0,0.4,7
CCCCOC(=O)C1=C(C)Nc2ncnn2C1c1ccccc1F (stereo not given),0.1,2,1.5,-20
NCc1nn(CCc2ccccn2)c(=O)c2ccccc12,0.8,59*,-0.3,26
Cc1cccc(NC(=O)C2C3C=CC4(O3)C2C(=O)N(C2CC2)C4C(=O)NC2CCCC(C)C2C)c1 (stereo not given),0.3,2,0.5,10
O=C1N=c2ccccc2=C1c1sc(Nc2ccc(O)cc2)nc1O,0.0,-34,1.7,15
CCOC(=O)CNS(=O)(=O)c1ccc2[nH]cc(C(=O)O)c(=O)c2c1,0.2,2,0.7,52*
O=C1CSC(c2ccc(Br)cc2)N1c1cccc(C(F)(F)F)c1 (stereo not given),0.2,-12,0.7,4
CC(=Nc1ccc(Br)cc1)c1sc2ccccc2c1O,0.5,-44,-0.3,14

# The list goes on:
SMILES,FBW7 activator,TEAD-YAP inh,GPR151 activ,MITF inh
O=C(Nc1ccccc1)c1cccnc1NCc1ccccc1,0.8,-4,3.3,12
O=C(OC1CCOC1=O)/C(=C/c1cccs1)c1cccs1 (stereo not given),-0.1,5,1.2,11
CCN(CC)CCOC(=O)NCC1CC(C(C)=O)C1(C)C (stereo not given),0.0,2,0.8,8
O=[N+]([O-])c1ccccc1/C=C/CN1CCN(CCO)CC1,0.0,3,1.0,48
CCOc1c(O)ccc(C2NC(=O)NC(C)=C2C(=O)NCc2ccccc2)c1[N+](=O)[O-] (stereo not given),0.4,3,1.2,17
c1cc(CN2CCOc3ccc(CN4CCc5sccc5C4)cc3C2)ccn1,0.4,11,-0.1,15
COc1ccc2nc(NC(=O)c3ccc(C#N)cc3)sc2c1,0.1,-16,-0.4,-16
O=C1CSC2(CCCCC2)N1c1ccc2ccccc2c1,0.1,-4,1.9,-6
CC1CCc2nc(Nc3nc4cc5c(cc4s3)OCO5)sc2C1 (stereo not given),0.3,-21,-0.9,14
COc1cc(NC(=O)C(C)C)ccc1N1CCCCC1=O,0.0,-5,-1.1,11
COc1cc(OC)c(NC(=O)N2CCOCC2)cc1Cl,0.0,4,0.9,2
CCCc1cc(=O)[nH]c(SCC(=O)NC2CCS(=O)(=O)C2)n1 (stereo not given),0.2,4,-0.3,17
FC(F)(F)c1ccc(CN2CCCN(Cc3ccccc3)CC2)cn1,0.0,9,2.4,2
Cc1nnc(NC(=O)CSc2nnc(-c3ccoc3C)n2-c2ccc(F)cc2)s1,0.1,0,-0.3,2
Cc1c(C(=O)OC(C)C)sc(NC(=O)c2cccc(F)c2)c1C#N,-0.1,0,-0.1,-17
O=C(CN1C(=O)c2ccccc2S1(=O)=O)Nc1ccccc1C(=O)NC1CCCCC1,0.4,11,-0.3,1
O=C(NCCc1ccc(O)cc1)c1cc(Nc2ccc(C(F)(F)F)cc2)nc2ccccc12,0.1,4,-0.2,16
CC(C)Cn1c(-c2ccccc2)c[nH]c1=S,-0.1,5,2.8,-3
Nc1ccc2nc(SCC(=O)N3CCN(c4ccc(Cl)cc4)CC3)sc2c1,0.0,51*,1.6,8
CCOc1cccc(C(=O)Nc2cc(-c3nc4cc(C)ccc4o3)ccc2C)c1,1.1,9,-0.1,10
CC(Sc1ccccc1)C(=O)NCCc1ccccc1 (stereo not given),-0.1,-17,0.8,-2
Cc1nc2c3ccccc3n3c(CCCC(=O)NCCc4ccc(Cl)cc4)nnc3n2n1,0.1,1,-0.9,8
Cc1ccc(-c2nc(C=Nc3ccc(C)cc3C)c(O)o2)cc1,0.1,7,-0.6,2
Cc1cc2oc(=O)c3c(c2cc1O)CCCC3,0.0,23,-1.2,-2
CCOC(=O)CSc1nnc(-c2c[nH]c3ccccc23)o1,-0.4,7,2.5,-7

# Continued:
SMILES,FBW7 activator,TEAD-YAP inh,GPR151 activ,MITF inh
Cc1ccccc1NC(=O)C(=O)NCC1CCCO1 (stereo not given),0.0,-34,-0.4,-10
CC(C)CC(CO)NC(=O)c1cnc2sc3ccccc3n2c1=O (stereo not given),0.1,-6,-0.4,10
CCCOc1ccccc1C1C(C#N)=C(N)Oc2n[nH]c(-c3ccc4c(c3)OCO4)c21 (stereo not given),-0.2,9,0.9,8
O=C(CC1SC(=NC2CCCCC2)NC1=O)Nc1ccccc1 (stereo not given),0.2,0,-1.0,-10
CCc1nn(CC(=O)NC(C)(C)C)c(=O)c2cc3occc3n12,-0.1,-3,1.5,-6
CCC1CCCCN1C(=O)COC(=O)c1n[nH]c2ccccc12 (stereo not given),-0.1,-3,0.7,-5
NNC(=O)c1ccc(N2CCOCC2)c([N+](=O)[O-])c1,0.1,-6,-1.0,26
CCc1ccccc1NC(=O)c1c(NC(=O)c2ccccc2Br)sc(-c2ccccc2)c1C,0.2,-8,-1.2,1
O=C(Nc1cccc(F)c1)c1sc(=S)n2c1[nH]c(=O)c1ccccc12,-0.2,0,-0.1,-5
CC(C)(C)n1nc2c(c1-n1cccc1)CN(C(=O)c1cc(-c3ccco3)[nH]n1)C2,-1.0,-4,-0.5,-3
CCOC(=O)c1c(N2C(=O)C3CC(C)=C(C)CC3C2=O)sc(C)c1C (stereo not given),-0.1,-4,-0.4,-2
O=C(NN1CCOCC1)c1ccc(Cl)cc1,0.0,3,0.5,-27
O=C(Nc1ccc(OC(F)(F)F)cc1)c1ccn[nH]1,0.1,-21,0.1,1
Cc1c[n+](C)ccc1CC1C([N+](=O)[O-])=CNc2ncnn21 (stereo not given),0.2,-2,-1.6,-17
Cc1cccc(NC(=O)c2ccc(N3CC4CC(C3)c3cccc(=O)n3C4)c(NC(=O)c3c(F)cccc3F)c2)n1 (stereo not given),-0.1,-16,-0.1,-4
Nc1cc(Cl)ccc1C(=O)OCC(=O)c1ccc2c(c1)NC(=O)CO2,-0.1,6,-0.8,-3
CC1(C2CCN(Cc3nc(-c4ccccc4)cs3)CC2)NC(=O)NC1=O (stereo not given),-0.1,-6,5.6*,9
O=C(Cc1ccc(Cl)cc1)Nc1ncc(S(=O)(=O)c2ccc([N+](=O)[O-])cc2)s1,0.0,8,-1.0,15
Cc1cccc(C)c1NC(=O)CSc1ncnc2sc(C)c(C)c12,0.2,-18,-0.5,-3
C=CCC(CC=C)(C(=O)O)c1ccccc1,0.4,1,5.8*,5
CCCCN1C(=O)C(NC(=O)c2ccccc2OC)(C(F)(F)F)C(C(=O)OC)=C1C (stereo not given),0.8,14,-1.0,9
CC(C)N(CCNc1nc(Nc2cccc(N(C)C)c2)nc2nc[nH]c12)C(C)C,-0.1,3,0.4,-2
CC(C)(C)C1CC(C(F)(F)F)n2nc(C(=O)O)cc2N1 (stereo not given),0.0,-1,2.6,17
CCN(Cc1ccccc1)S(=O)(=O)c1ccc(F)c(C(=O)Nc2cc(OC)ccc2OC)c1,-0.1,-6,-0.8,-9
Cc1cccc(OCC(=O)O/N=C(\N)c2ccc([N+](=O)[O-])cc2)c1,-0.2,-3,0.9,0

# Later entries:
SMILES,FBW7 activator,TEAD-YAP inh,GPR151 activ,MITF inh
O=C1NN(c2ccc(Cl)cc2)C(=O)/C1=C/c1ccc(O)cc1,0.0,-2,-0.3,-2
CN(Cc1ccccc1)c1cc(-c2ccncc2)nc(-c2cccnc2)n1,-0.1,-7,1.3,6
CCOc1ccc2nc(SCC(=O)Nc3cccc(C(=O)O)c3)sc2c1,0.0,-7,-0.2,-7
COC(=O)c1ccc(C2C(C(=O)OC(C)C)=C(C)NC3=C2C(=O)CCC3)cc1 (stereo not given),0.0,12,0.5,-1
O=C(CN1C(=O)[C@@H]2CCCN2C(=O)c2ccccc21)Nc1ccccc1C(F)(F)F,0.1,-3,0.7,4
O=C(COC(=O)c1ccc(F)cc1F)NC(=O)Nc1ccc2c(c1)OCCO2,0.0,-4,-0.1,11
CCc1ccc(C2N=C(N)Nc3nc4ccccc4n32)cc1 (stereo not given),0.1,3,1.0,4
Cn1c(=O)cc(N2CCOCC2)[nH]c1=O,-0.1,-3,-1.7,-12
COc1cc(-c2ccc(NC(=O)c3ccc(C)cc3)c(OC)c2)ccc1NC(=O)c1ccc(C)cc1,0.0,6,-0.3,6
CC(=O)Nc1cccc(NC(=O)CSc2nnc3c4ccccc4n(C)c3n2)c1,-0.1,-6,0.0,3
O=C(CC1SC(=O)NC1=O)Nc1ccc([N+](=O)[O-])cc1 (stereo not given),0.1,-5,-0.1,41
Fc1cccc(-c2cnn3c(N4CCOCC4)ccnc23)c1,0.2,12,-3.1,-6
O=C(COc1ccc(Cl)cc1)NNC(=O)CSc1nc(-c2ccccc2)cs1,0.1,4,-2.2,14
COc1c(Br)cc(Br)cc1/C=N/NC(=O)c1ccncc1,-0.1,2,1.1,2
S=C(Nc1ccc(Cl)c(Cl)c1)N1CCCCCC1,0.1,-17,-0.9,-2
Cc1cc2ccccc2n2c(=O)n(CC(=O)N3CCCCC3C)nc12 (stereo not given),0.5,0,-0.2,1
COc1ccccc1Nc1nc(C)cc(C)c1C#N,0.0,12,-1.4,7
CCC1(C)NC(=O)N(/N=C/c2ccc(OC(F)F)cc2OC(F)F)C1=O (stereo not given),0.2,-3,1.6,5

# Among those listed so far, twelve contain an NH in an aromatic ring.
SMILES,FBW7 activator,TEAD-YAP inh,GPR151 activ,MITF inh
O=C1CCCN1CCCNc1ncnc2nc(Nc3ccncn3)[nH]c12,-0.3,-4,0.9,-10
CCOC(=O)CNS(=O)(=O)c1ccc2[nH]cc(C(=O)O)c(=O)c2c1,0.2,2,0.7,52*
CCCc1cc(=O)[nH]c(SCC(=O)NC2CCS(=O)(=O)C2)n1 (stereo not given),0.2,4,-0.3,17
CC(C)Cn1c(-c2ccccc2)c[nH]c1=S,-0.1,5,2.8,-3
CCOC(=O)CSc1nnc(-c2c[nH]c3ccccc23)o1,-0.4,7,2.5,-7
CCCOc1ccccc1C1C(C#N)=C(N)Oc2n[nH]c(-c3ccc4c(c3)OCO4)c21 (stereo not given),-0.2,9,0.9,8
CCC1CCCCN1C(=O)COC(=O)c1n[nH]c2ccccc12 (stereo not given),-0.1,-3,0.7,-5
O=C(Nc1cccc(F)c1)c1sc(=S)n2c1[nH]c(=O)c1ccccc12,-0.2,0,-0.1,-5
CC(C)(C)n1nc2c(c1-n1cccc1)CN(C(=O)c1cc(-c3ccco3)[nH]n1)C2,-1.0,-4,-0.5,-3
O=C(Nc1ccc(OC(F)(F)F)cc1)c1ccn[nH]1,0.1,-21,0.1,1
CC(C)N(CCNc1nc(Nc2cccc(N(C)C)c2)nc2nc[nH]c12)C(C)C,-0.1,3,0.4,-2
Cn1c(=O)cc(N2CCOCC2)[nH]c1=O,-0.1,-3,-1.7,-12
